Compound activity from PubChem.
Pin1 inhibitor: inhibitors of human Pin1; AID 504891; Potency, µM (series often up to 115 µM), inactives show at the top dose activity, negative = inhibition, actives largely listed as inhibitors; actives 0.009% (n = 390,000); Q13526; Pin1 FP peptide displacement, HiFluor488, 10 min; active means well fitted inhibition curve with a large enough effect in the polarisation, with a control signal flat, not every such curve was filed as active; inconclusive means small, poorly fitted or top-dose-only effect, or effect the other way, or a change in a side signal; inactive means no such curve, though single readings can be large or run the other way; the % refers to the polarisation; further: potency means the concentration at half of the fitted maximal effect; on the % scale 0 is the no-effect control and ±100 the full control effect
Target sequence (Q13526 whole entry, looked up): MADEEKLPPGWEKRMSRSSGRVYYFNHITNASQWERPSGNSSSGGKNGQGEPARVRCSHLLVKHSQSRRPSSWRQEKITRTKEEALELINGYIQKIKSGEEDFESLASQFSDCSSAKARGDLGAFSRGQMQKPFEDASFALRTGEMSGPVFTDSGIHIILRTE
ERG-DNA inh: blocks human ERG Ets domain binding to DNA; P11308; fluorescence polarization, His-ERG Ets domain / labelled DNA; Potency, µM (titrated, usually from 76.9 µM), for inactives: top-dose FP activity, negative = inhibition, actives largely listed as inhibitors; actives 0.028% (n = 370,000); active means well fitted inhibition curve with a large enough effect in the polarisation, with a control signal flat; inconclusive means small, poorly fitted or top-dose-only effect, or effect the other way, or a change in a side signal; inactive means no such curve, though single readings can be large or run the other way; the % refers to the polarisation;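 further: polarization taken with two DNA probes labelled with fluorescein and Texas red; potency means the concentration at half of the fitted maximal effect; % of control where 0% means no effect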
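His-tagged ERG Ets domain (1 uM in the protein solution; 300mM KCl, 50mM Tris-HCl, 1mM EDTA, 1mM DTT, pH 7.5) received compound, then a probe mix of 5 nM fluorescein-DNA and 100nM Texas-615-DNA. Fluorescence polarization was read for both dyes.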
BAZ2B block: BAZ2B (human) inhibition; Q9UIF8; AlphaScreen BAZ2B-H3K14Ac peptide displacement; Potency, µM (doses to about 114 µM), without a hit: top-dose activity change, negative = inhibition, usual class: inhibitors; actives 4.4% (n = 360,000); AID 504333; further: potency means the concentration at half of the fitted maximal effect; on the % scale 0 is the no-effect control and ±100 the full control effect; nearly all actives have a fitted effect of over 60% in size
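BAZ2B 50 nM plus b-H3(5-23)K14Ac 50 nM, PBS pH 7.4/0.01% Tween-20, 30 min RT; compound added (max 110 uM), 30 min RT; streptavidin donor/Ni-chelate acceptor beads 10 ug/mL final, 20 min dark; AlphaScreen read.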
GLS inhibitor: inhibitors of human glutaminase (GLS). O94925. GLS enzymatic activity, qHTS titration. Potency, µM (series often up to 45.5 µM), without a hit: at the top dose activity change, negative = inhibition, hits mostly inhibitors. actives 0.21% (n = 410,000); further: potency means the concentration at half of the fitted maximal effect; on the % scale 0 is the no-effect control and ±100 the full control effect
Target sequence (O94925 whole entry, looked up): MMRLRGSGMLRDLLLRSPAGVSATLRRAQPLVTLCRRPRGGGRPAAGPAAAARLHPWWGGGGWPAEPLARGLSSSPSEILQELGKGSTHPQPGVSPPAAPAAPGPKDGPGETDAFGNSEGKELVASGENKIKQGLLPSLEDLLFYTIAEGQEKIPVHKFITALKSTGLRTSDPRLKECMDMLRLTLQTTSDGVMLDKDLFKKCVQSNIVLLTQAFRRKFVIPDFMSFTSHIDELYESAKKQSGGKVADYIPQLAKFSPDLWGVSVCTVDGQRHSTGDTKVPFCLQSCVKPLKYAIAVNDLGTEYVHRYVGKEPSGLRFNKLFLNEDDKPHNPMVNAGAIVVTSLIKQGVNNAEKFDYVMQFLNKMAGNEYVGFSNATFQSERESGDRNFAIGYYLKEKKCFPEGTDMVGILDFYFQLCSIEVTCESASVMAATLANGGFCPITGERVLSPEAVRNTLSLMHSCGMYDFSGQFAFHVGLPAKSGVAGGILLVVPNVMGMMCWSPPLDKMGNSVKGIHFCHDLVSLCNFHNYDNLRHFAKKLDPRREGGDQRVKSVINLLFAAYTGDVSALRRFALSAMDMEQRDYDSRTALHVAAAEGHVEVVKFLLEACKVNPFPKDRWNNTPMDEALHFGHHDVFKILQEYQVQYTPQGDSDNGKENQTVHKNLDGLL
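Human kidney-isoform GLS in 45 mM KH2PO4 pH 8.2, 0.02% Tween-20, with compound, started with 1mM L-Glutamine (added stock). Glutamate oxidase/HRP/Amplex red coupled fluorescence read at start and after 30 min at RT.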
PI4K2A block: inhibitors of human PI4K2A; purified PI4K2A, ADP-Glo luminescence, 1 h; active compounds read low; actives 0.13% (n = 420,000); AID 1346378; activity change, negative = inhibition, % at 76.9 µM; Q9BTU6; in the data active means activity change below about -50%; inconclusive means mostly about -30% to -49%;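 further: -100% = wells without enzyme as full effect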
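ADP-Glo luminescence measured ADP generated by PI4K2A enzyme (4 ug/mL before mixing) with 1.2 mM PI substrate (pre-mix) and 300 microM ATP (pre-mix). Tris pH7.5 buffer with MgCl2, Triton X-100; 1 h reaction at ambient temperature.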
G9a inh: G9a (human) methyltransferase inhibition | Potency, µM (series often up to 102 µM), for inactives: at the top dose activity, negative = inhibition, hits mostly inhibitors | G9a H3K9 monomethylation, AlphaScreen, 2 h | AID 504332 | actives 8.8% (n = 350,000); further: potency means the concentration at half of the fitted maximal effect; on the % scale 0 is the no-effect control and ±100 the full control effect; nearly all actives have a fitted effect of over 75% in size
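Quantitative HTS format: methyltransferase activity on a biotin-tagged H3K9 peptide is measured by AlphaScreen, using a rabbit anti-monomethyl-H3K9 antibody with streptavidin donor and anti-IgG acceptor beads. Final levels are 20 nM enzyme, 500 nM peptide, 20 uM SAM; 2 h RT.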
JMJD2A Tudor: JMJD2A Tudor domain (human) inhibition; O75164; AlphaScreen JMJD2A-Tudor / H3K4me3 peptide binding; Potency, µM (titrated, usually from 114 µM), inactives show top-dose activity change, negative = inhibition, most hits filed as inhibitors; actives 4.4% (n = 390,000); AID 504339; further: potency means the concentration at half of the fitted maximal effect; on the % scale 0 is the no-effect control and ±100 the full control effect; nearly all actives have a fitted effect of over 50% in size
PGK inhibitor: blocks T. brucei phosphoglycerate kinase; P07378; PGK/GAPDH coupled, Kinase-Glo luminescence, 60 min; Potency, µM (top dose mostly 57.5 µM), inactives show at the top dose activity change, negative = inhibition, most hits filed as inhibitors; actives 0.043% (n = 380,000); further: potency means the concentration at half of the fitted maximal effect; on the % scale 0 is the no-effect control and ±100 the full control effect; nearly all actives have a fitted effect of over 60% in size
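Recombinant glycosomal PGK reaction used 1,3-bisphosphoglycerate generated in-well by GAPDH (100nM final) in 100mM TEA pH 7.6, 5mM MgCl2, 0.01% Tween-20. After 60 minutes at room temperature, ATP was read by Kinase-Glo Plus luminescence end-point.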
HP1b binding inh: HP1-beta chromodomain-methylated histone interaction inhibition | P83916 | AlphaScreen HP1-beta / biotin-H3K9me3 peptide binding | Potency, µM (titrated, usually from 114 µM), inactives show at the top dose activity change, negative = inhibition, actives largely listed as inhibitors | actives 0.56% (n = 390,000) | AID 540317; further: potency means the concentration at half of the fitted maximal effect; nearly all actives have a fitted effect of over 70% in size; inactives centre near 23
Target sequence (P83916 whole entry, looked up): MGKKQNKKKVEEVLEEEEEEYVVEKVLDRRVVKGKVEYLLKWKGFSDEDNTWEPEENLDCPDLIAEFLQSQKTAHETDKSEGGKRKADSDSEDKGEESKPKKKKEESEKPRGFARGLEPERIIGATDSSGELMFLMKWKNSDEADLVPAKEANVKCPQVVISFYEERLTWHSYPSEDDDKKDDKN
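Compound inhibition of the preformed complex between 50 nM HP1-beta and 50 nM biotinylated H3K9me3 peptide was read by AlphaScreen. Buffer was PBS pH 7.4 with 0.01% Tween-20. Incubations ran 30 min at room temperature, with 10 ug/mL donor/acceptor beads.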
Active calls of the source: *; i = inactive; ? = inconclusive; nt = no result given; & = joins results of further samples; [ ] = another dose, or the depositor's remark. Unless noted, the call rests on the fitted dose curve; in most records, active means well fitted curve in the direction sought with a large enough effect; inconclusive means small, poorly fitted or top-dose-only effect, or another doubt; inactive means no such curve, though single readings can be large; an effect the other way counts as inactive or inconclusive.

SMILES	Pin1 inhibitor	ERG-DNA inh	BAZ2B block	GLS inhibitor	PI4K2A block	G9a inh	JMJD2A Tudor	PGK inhibitor	HP1b binding inh
CCCN(CCC)C(=O)Cn1c(=O)n(-c2cccc(OC)c2)c(=O)c2c(C)c(C(=O)N(C)C)sc21	-12%	0%	0%	-25%	-1	3%[59 µM]	-11%	-6%	26%
COc1cc(OC)c(N(C)S(=O)(=O)c2cccc(C(=O)NC3=NCCS3)c2)cc1Cl	-7%	-11%	-11%	1%	5	-41%	-11%	2%	29%
CCOC(=O)c1cc(-c2ccc(C)cc2)n(CCC(=O)NC(C)CC)c1C (stereo unspecified)	1%	2%	?	3%	-3	-2%[59 µM]	-4%	-3%	?
Cc1nn(CCS(=O)(=O)c2ccc(Cl)cc2)c(C)c1Br	0%	7%	-21%	2%	4	29%	?	-2%	-1%
Cc1cnnn1-c1ccc(C(=O)CCl)cc1	1%	-10%	?	4%	?	19%[0.501 µM]	-31%[57.1 µM]	i	39%[activator]
CC(OC(=O)c1ccc(O)cc1)C(=O)Nc1ccc(Oc2ccccc2)cc1 (stereo unspecified)	-5%	17%	nt	-3%	3	nt	-18%	-1%	29%
Cc1cccc(OCCSc2ncnc3nc[nH]c23)c1	-3%	-3%	-3%	3%	-1	6%[12.7 µM]	-24%	-2%	63%[activator]
CCCC(C)NC(=O)CSCc1ccc(OC)cc1 (stereo unspecified)	0%	0%	-27%	4%	3	1%	1%	9%	35%
COc1ccc(N2C(=O)C3C4C=CC(C4)C3C2=O)c(OC)c1 (stereo unspecified)	3%	-3%	4%	-2%	-2	-4%	-2%	-8%	23%
CC(C)(C)NS(=O)(=O)c1ccc(-c2csnn2)s1	0%	3%	-6%	2%	2	-49%[59 µM]	-14%	-1%	75%[activator]
CCc1cc2c(=O)c(-c3nc4ccccc4n3C)c(C)oc2c(CN2CCN(CCO)CC2)c1O	2%	nt	-4%	38%[activator]	-3	93%[activator][59 µM]	-1%	nt	12%
O=C(NC(=S)N1CCc2ccccc21)C1CCC1	1%	9%	-24%	-15%	-3	?	-2%	6%	17%
CCCNC(=O)c1c(C)nn(-c2cccc(C)c2)c1-n1cccc1	0%	10%	-1%	3%	-22	6%[59 µM]	24%	8%	43%[activator]
COc1ccc(NC(=O)C2CCN(C(=O)c3ccccc3)CC2)cc1OC	-6%	-13%	5%	3%	4	13%[59 µM]	-5%	-7%	8%
CN(Cc1ccccc1Cl)C(=O)c1cc2ccccc2o1	4%	19%	54%[activator]	-12%	-7	39%	41%[activator]	-7%	21%
Cc1ccc(-c2nc(CS(=O)CC(=O)NCc3ccccc3Cl)c(C)o2)cc1 (stereo unspecified)	20%	-3%	?	-1%	2	?	-29%	-8%	9%
CC(=O)N1CN(C2CCS(=O)(=O)C2)Cc2c1sc1c2CCCC1 (stereo unspecified)	-1%	7%	1%	5%	1	4%[2.33 µM]	11%	-3%	35%
COc1cccc(CC2(CO)CCN(C(=O)NC3CCCCC3)CC2)c1	-1%	10%	9%	-32%	1	nt	3%	1%	47%[activator]
CN(C)CCCC1(O)c2ccccc2C=Cc2ccccc21	-7%	6%	-7%	3%	1	24%[59 µM]	-17%	-10%	12%
CCc1ccc(NC(=O)CCc2c(C)nn(-c3ccc(N4CCCC4)nn3)c2C)cc1	-3%	16%	-39%	5%	-7	14%[59 µM]	-27%	-9%	31%
N#C/C(=C/c1ccc(F)cc1)S(=O)(=O)c1ccccc1	14%	7%	-1%	0%	1	nt	6%	-2%	10%
CCc1ccccc1N(C)C(=O)C1CCCN(c2ncnc3onc(-c4ccc(F)cc4)c23)C1 (stereo unspecified)	-3%	-3%	7%[57.1 µM]	-3%	5	-7%[59 µM]	-1%	-7%	28%
Cc1n[nH]c(=O)c2ccccc12	-23%	-2%	-9%	-4%	0	0%	-8%	-3%	34%
O=C(NCC1CCCCC1)C1(CC2CC(c3cccc(Br)c3)=NO2)CCNCC1 (stereo unspecified)	-1%	-14%	-5%[57.1 µM]	10%	1	?	-18%	-1%	11%
Cc1ccccc1-n1c(=O)c2ccccc2n(CC(=O)NCc2ccco2)c1=O	-6%	-17%	-19%	-2%	-1	-49%	-6%	-13%	34%
CN(CC(=O)Nc1ccc(Cl)cc1)C(=O)CCC1CCCC1	-4%	1%	4%	1%	13	24%	-5%	5%	30%
CCc1c(C)nc2ncnn2c1N1CCC(C(=O)Nc2ccccc2)CC1	-5%	3%	14%	-2%	5	-33%	-15%	-9%	16%
Cc1ccc(O)c(NC(=O)C2CC(c3ccc(F)cc3)=NO2)c1 (stereo unspecified)	2%	7%	5%	14%	-4	-18%	-6%	4%	28%
CC(=O)c1cccc(NC(=O)c2c(C)nn(-c3ccccc3)c2Cl)c1	1%	-5%	-14%	8%	-2	5%	-12%	-5%	24%
COc1cc([N+](=O)[O-])cc(/C=N/NC(=O)C(C)Nc2ccccc2C)c1O (stereo unspecified)	8%	0%	?	21%	5	3%[59 µM]	-35%	i	12%
COc1ccc(-n2c(C)cc(C(=O)CCl)c2C)cc1	2%	-4%	45µM*	-1%	17	56µM*	?	-4%	0%
CCn1ccnc1[C@@H]1C[C@H]2CN(Cc3ccccc3OC)C(=O)[C@]23CCCN13	3%	7%	5%	-2%	7	nt	0%	-10%	13%[57 µM]
COc1ccc(NC(=O)Cn2c(=O)oc3ccccc32)cc1	-3%&3%	-3%&-1%	0%&7%	0%&8%	-4&-1	-3%[59 µM]	-1%[11.4 µM]	-2%&8%	38%&40%
CC(C)Cc1cc(C(=O)O)c2ccccc2n1	-8%	-1%	nt	-11%	-1	nt	-16%	-9%	74%[activator]
COc1ccc(S(=O)(=O)N(C)C[C@H]2Oc3ccc(NC(=O)Nc4ccc5c(c4)OCO5)cc3C(=O)N([C@H](C)CO)C[C@@H]2C)cc1	3%	-17%	nt	8%	-3	nt	?	i	6%
O=C(NCc1ccccn1)c1cc2ccccn2n1	-6%	1%	11%	-1%	-2	14%	-4%	5%	38%
NS(=O)(=O)c1cccc(NS(=O)(=O)c2ccc(/C=C/C(=O)O)cc2)c1	?	-1%	0%	-7%	4	0%	-6%	-3%	25%
O=C(CCNS(=O)(=O)c1ccccc1F)NCc1ccc2c(c1)OCO2	-1%	13%	1%	-6%	0	25%[12.7 µM]	7%	-6%	23%
O=C(NCC(=O)N1CCOCC1)c1ccc(Br)o1	-3%	4%	-35%	15%	-4	-39%	-5%	i	-3%
CCCNS(=O)(=O)c1ccc(OCC(=O)Nc2ccc3c(c2)OCCO3)c(C)c1	0%	-2%	0%	14%	5	-8%[0.501 µM]	-12%	-3%	4%
CC(C)(C)NC(=S)Nc1cccc(C(F)(F)F)c1	5%	1%	8%	-4%	1	46%[activator]	-17%	-2%	13%
C=CCn1c(-c2cccnc2)n[nH]c1=S	-1%	-13%	-28%	-8%	2	45µM*	20µM*	-4%	44%
CC(C)(C)OC(=O)C[C@H]1C/C=C\C[C@@H](CC(=O)N(CCO)Cc2ccccc2)C(=O)N[C@H](C(C)(C)C)COC1=O	0%	11%	nt	-1%	-1	nt	-8%	6%	13%
CCc1nc2sc3c(c2c(=O)n1CCO)CCC3	4%	0%	-17%	-29%	-2	22%	-3%	-7%	45%[activator]
Cn1c(=O)c2c(-c3ccccc3Br)n(Cc3ccccc3)cc2n(C)c1=O	?	1%	?	-1%	-2	?	?	2%	-6%
Cc1cc(C)c(S(=O)(=O)Nc2ccc(-c3ccc(N4CCCCC4)nn3)cc2)cc1C	14%	3%	-13%	-6%	4	-19%[59 µM]	-23%	-2%	4%[57 µM]
COc1ccc(OCCCC(=O)NCCc2ccccc2)cc1	-2%	-11%	8%	9%	-5	19%[59 µM]	-21%	i	10%
COc1cccc(NC(=O)Cc2c(O)c3ccccc3[nH]c2=O)c1	-6%	2%	4%	4%	2	-4%[59 µM]	-7%	3%	28%
CCc1ccc(/C=C(/C#N)C(N)=S)s1	1%	-6%	?	0%	5	?	-17%	3%	18%
Cc1ccc(S(=O)(=O)N2CCN=C2SCc2c(F)cccc2Cl)cc1	85%[activator]	1%	-5%	-4%	7	nt	26%	7%	47%[activator]
Cc1ccc(Cl)c(OCCCN(C)Cc2ccccc2)c1	-10%	8%	32µM*	-29%	6	1.8µM*	1.1µM*	-10%	45µM*
O=C(COc1ccc(Cl)cc1)NCCCNC(=O)c1cccnc1	-4%	-1%	0%	-1%	-1	-1%	-9%	-4%	47%[activator]
CCC1CCCCN1CCCNC(=O)c1ccc2c(c1)N(Cc1ccc(Cl)cc1)C(=O)c1ccccc1S2(=O)=O (stereo unspecified)	-4%	-8%	-39%	-6%	-5	?	-26%	-5%	8%
Cc1ccc2c(COC(=O)C3CC(=O)N(c4ccc5c(c4)OCCO5)C3)cc(=O)oc2c1 (stereo unspecified)	7%	-6%	nt	-3%	-4	nt	-12%	-11%	16%
O=C(N/N=C/c1cccnc1)c1ccc(Cn2cc([N+](=O)[O-])cn2)o1	3%	3%	-16%	9%	-2	0%	-8%	4%	31%
